MC4R ag barr – activates human MC4R beta-arrestin recruitment. P32245. U2OS MC4R beta-arrestin complementation, luminescence; percent of melanotan II response, DMSO zero. activation, % at 8.9 µM. hit rate 0.98% among 360,000;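 active = activation above a per-plate cutoff, the mean activation of sample wells on that plate plus 3 SD, cut at about 8% in these data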
Target sequence (P32245 whole entry, looked up): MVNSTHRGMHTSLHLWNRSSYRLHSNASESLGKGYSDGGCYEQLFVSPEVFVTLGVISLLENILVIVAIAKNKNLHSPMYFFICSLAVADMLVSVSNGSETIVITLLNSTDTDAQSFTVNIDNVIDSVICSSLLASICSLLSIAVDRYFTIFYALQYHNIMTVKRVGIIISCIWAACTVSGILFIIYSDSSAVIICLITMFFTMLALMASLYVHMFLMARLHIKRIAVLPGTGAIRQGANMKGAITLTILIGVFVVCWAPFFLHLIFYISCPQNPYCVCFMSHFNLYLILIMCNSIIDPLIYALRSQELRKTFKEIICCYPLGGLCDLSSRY
Cardio protect – protects H9c2 cardiomyocytes from peroxide injury; H2O2 injury protection, ATPLite, 2 h; hit rate 0.63% among 360,000; protection from H2O2 cell death, % at 20 µM;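 active = compounds giving at least 50% protection of heart cells from peroxide-induced death in the single-dose screen, raw or plate-pattern-corrected value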;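 note: 0% = DMSO wells with peroxide and 100% = DMSO wells without peroxide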
Vif inh – HIV Vif inhibition | HEK293T cells, Vif self-association by quenched fluorescence, imaging, 24 h | inhibition, % at 7.49 µM | hit rate 0.35% among 340,000; in the data active = inhibition above about 50%, passing the limit was not always enough; note: some results filed as inactive read as strong as hits
PDI turbidity – PDI (human) enzyme inhibition; hit rate 0.052% among 350,000; PDI insulin aggregation turbidity, A650, 90 min; inhibition, % at 10 µM;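 active = mean inhibition across replicates of 30% or more, whatever share of single replicates reach that level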;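 note: absorbance from insulin aggregation driven by PDI reduction with DTT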
Target sequence (P07237 whole entry, looked up): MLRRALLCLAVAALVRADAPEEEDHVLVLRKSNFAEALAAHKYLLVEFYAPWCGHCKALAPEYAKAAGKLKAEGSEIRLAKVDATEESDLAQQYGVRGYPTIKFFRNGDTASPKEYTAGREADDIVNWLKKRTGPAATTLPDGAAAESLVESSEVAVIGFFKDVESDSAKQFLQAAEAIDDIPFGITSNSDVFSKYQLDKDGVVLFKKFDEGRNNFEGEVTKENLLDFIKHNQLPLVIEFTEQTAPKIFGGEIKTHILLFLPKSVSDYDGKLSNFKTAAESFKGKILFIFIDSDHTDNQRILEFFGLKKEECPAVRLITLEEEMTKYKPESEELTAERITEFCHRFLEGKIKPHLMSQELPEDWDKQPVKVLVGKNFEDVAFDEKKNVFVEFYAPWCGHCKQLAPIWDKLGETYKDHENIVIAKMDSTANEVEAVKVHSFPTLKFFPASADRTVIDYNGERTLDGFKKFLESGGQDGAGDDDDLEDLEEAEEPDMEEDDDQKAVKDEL
ABCB6 inh 2 – blocks the human ABCB6 transporter. Q9NP58. K562-ABCB6 porphyrin accumulation, flow cytometry, 1 h; active compounds read low. fluorescence ratio to DMSO, % at 10 µM. hit rate 0.19% among 360,000. AID 602162;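 active = fluorescence ratio to DMSO below 75%, the collection mean minus 3 SD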;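 note: signal is porphyrin accumulated inside mitochondria; 100% equals median channel fluorescence of DMSO control wells; lower ratio means ABCB6 inhibition with less porphyrin fluorescence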
MC4R antag cAMP – blocks human MC4R cAMP signaling; P32245; MC4R-expressing cells, MTII-stimulated cAMP, LANCE TR-FRET; inhibition, % at 6.5 µM; hit rate 0.48% among 360,000; AID 540295;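 active = inhibition above its plate's cutoff, the mean of tested wells on that plate plus 3 SD, cut at about 29% in these data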;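 note: 0% = Melanotan II alone and 100% = Melanotan II plus saturating MCL0020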
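Assay system: U2OS cells stably expressing human melanocortin 4 receptor (MC4R) / Dosing: 6.5 µM / Timing: compound 30 min, challenge 1 h, detection 1 h / Measured by: Eu-cAMP/anti-cAMP TR-FRET, emission 671 nm / Replicates: singlicate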
N-glyco inh – N-linked glycosylation inhibition; D54 ERlucT glycosylation luciferase reporter, 24 h; percent of 100 nM tunicamycin response; hit rate 0.23% among 360,000; AID 588692; reporter increase, % at 12.5 µM;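 active = mean luciferase reporter signal, scaled so untreated is 0 and the glycosylation-blocking control 100, at or above a set limit in every replicate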;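 note: luciferase carries N-glycosylation sites so blocking glycosylation raises the light; 0% = median of neutral control wells and 100% = median of 100 nM tunicamycin wells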
HTR2A ag – mouse HTR2A agonism via beta-arrestin recruitment; P35363; CHO-K1 mHTR2A beta-arrestin complementation, luminescence; percent of 30 µM serotonin response; activation, % at 7.6 µM; hit rate 0.66% among 360,000; AID 624169;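 active = activation above a run cutoff, the mean activation of all tested compounds plus 3 SD, cut at about 14% in these data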;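 note: 0% = plate median of compound wells and 100% = 30 µM serotonin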
CaV13 ICDI inh – Disruptors of the CACNA1D IQ motif to Ca2+-dependent inactivation inhibitor domain association, primary screening, Förster resonance energy transfer in intact living … | HEK cells, CFP/YFP FRET ICDI-IQ, plate reader, 10 min; percent FRET-ratio fall versus neutral wells | inhibition, % at 12.3 µM | hit rate 0.098% among 340,000 | AID 743397;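 active = mean replicate inhibition of at least 30% and at least 1% of replicates passing that level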;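 note: 0% = median of the neutral control wells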
aDG glyco up – alpha-DG glycosylation activation. Pro5-aDG cells, alpha-DG glycosylation AlphaScreen (IIH6); 0% Pro5, 100% B10-LARGE cell signal. activation, % at 10 µM. hit rate 0.22% among 360,000. AID 624168;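 active = activation of at least 8% versus controls, or a plate z-score of at least 8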;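 note: Pro5 are CHO cells carrying HIG-tagged alpha-DG that lacks glycosylation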
Starred values were filed as active, the others as inactive; . = not tested or not shown. Random draw from the library. About 3.6% of those tested had a hit in this group.

The opening 2 entries (preview)
The line under a structure holds: MC4R ag barr	Cardio protect	Vif inh	PDI turbidity	ABCB6 inh 2	MC4R antag cAMP	N-glyco inh	HTR2A ag	CaV13 ICDI inh	aDG glyco up
1	COC(=O)c1ccc(CN2CCC(n3nccc3NC(=O)C3CCCC3)CC2)cc1
 : -3.9	3	0	4	98	10	-2	-1	-6	-0.4
2	O=C(O)C1CCCCC1C(=O)Nc1ccc(S(=O)(=O)N2CCOCC2)cc1 (stereo not drawn)
 : -0.9	6	-2	0	80	3	1	-4	-3	-0.1

The whole of this part, from the start:
The line under a structure holds: MC4R ag barr	Cardio protect	Vif inh	PDI turbidity	ABCB6 inh 2	MC4R antag cAMP	N-glyco inh	HTR2A ag	CaV13 ICDI inh	aDG glyco up
1	COC(=O)c1ccc(CN2CCC(n3nccc3NC(=O)C3CCCC3)CC2)cc1
 : -3.9	3	0	4	98	10	-2	-1	-6	-0.4
2	O=C(O)C1CCCCC1C(=O)Nc1ccc(S(=O)(=O)N2CCOCC2)cc1 (stereo not drawn)
 : -0.9	6	-2	0	80	3	1	-4	-3	-0.1
3	COc1ccc(Cl)cc1Nc1cc(C)nc2nc(C)nn12
 : 0.9	-4	-11	.	102	-9	-2	7	-4	0.6
4	Cc1cc(C)n2cc(CSc3ccc(Cl)cc3)nc2n1
 : -2.2	-3	11	7	97	-3	-1	4	-2	0.1
5	Cc1nc(-c2ccc(Cl)cc2)sc1C1(C)CC(c2cccnc2)=NO1 (stereo not drawn)
 : -0.2	-13	-6	2	77	17	-1	-2	-5	-0.2
6	Cc1ccc(-n2nnnc2SCC(=O)c2c(N)n(CC(C)C)c(=O)n(C)c2=O)cc1
 : -1.1	-6	-15	-6	102	0	-3	-2	-8	0.3
7	CC(c1ccccn1)N(CCN(C)C)C(=S)Nc1cccc(F)c1 (stereo not drawn)
 : 1.8	0	5	-3	100	4	0	4	.	0.3
8	CSc1ccccc1NC(=O)c1ccccc1C
 : -1.1	1	3	-2	96	7	2	-8	-5	0.5
9	CCOC(=O)C1CCN(C(=O)c2ccccc2NS(=O)(=O)c2ccc(F)cc2)CC1
 : 0.5	-6	10	-6	97	1	2	1	-3	0.2
10	COc1ccccc1NC(=O)C1=C(C)NC2=C(C(=O)CCC2)C1c1ccc2c(c1)OCO2 (stereo not drawn)
 : -1.9	36	12	-1	97	1	0	-3	-8	0.3
11	Cc1c(Cl)cnc(NC(=O)COC(=O)[C@@H](NC(=O)c2ccco2)C(C)C)c1Cl
 : -0.2	-2	-3	1	103	8	-2	3	-2	0.2
12	C/C(=N\O)c1ccco1
 : -1.8	5	-1	3	97	1	2	-3	-3	0.0
13	COc1ccccc1CNS(=O)(=O)c1c(C)noc1C
 : -0.9	-3	34	12	95	-2	0	-2	-4	0.1
14	COc1ccc(C(=O)Cn2c(C)nc([N+](=O)[O-])c2Br)cc1
 : 0.3	-14	-10	7	99	-3	6	-2	-2	0.0
15	COc1ccc(-c2nc(CS(=O)CC(=O)NCCc3ccc(C)cc3)c(C)o2)cc1OC (stereo not drawn)
 : -2.9	6	0	-8	107	-2	5	1	-3	0.2
16	O=C(Cc1cnn(-c2ccccc2)c1)c1ccc(O)c(O)c1O
 : -4.4	22	3	5	96	-6	-2	0	-4	-0.2
17	Cc1noc(C)c1S(=O)(=O)N1CCCC1C(=O)O (stereo not drawn)
 : 0.3	-2	-1	-2	95	0	2	-3	-6	0.0
18	O=c1c2ccccc2[nH]c(=S)n1CCN1CCCCC1
 : -1.9	10	-5	11	95	-6	2	-7	-6	0.4
19	N#Cc1ccccc1NC(=O)Nc1cccc(Cl)c1
 : 0.9	0	-5	-3	95	12	-2	5	-2	0.4
20	CCCc1c(C(=O)N/N=C/c2ccc(C)s2)nnn1-c1nonc1N
 : 0.1	-1	-2	-5	99	-2	3	-7	-2	0.1
21	COc1ccc(OCC(=O)NS(=O)(=O)c2ccccc2)cc1
 : -0.5	4	8	-23	98	0	0	1	-3	0.0
22	COc1cccc(N2CCN(Cc3nc4ccccc4c(=O)[nH]3)CC2)c1
 : 0.1	1	-2	-3	106	4	0	-1	.	0.0
23	CN(C)S(=O)(=O)c1cccc(NC(=O)COC(=O)c2ccc(Br)o2)c1
 : -0.8	-7	7	-7	94	0	3	0	-5	-0.1
24	O=C(Cn1c(=O)n(-c2ccccc2)c(=O)c2sccc21)N1CCCC1
 : -2.3	6	1	3	100	-1	1	-3	-5	0.0
25	CCN(CC)CCNc1nc(-c2ccccc2)nnc1C(F)(F)F
 : 0.8	2	-3	-3	105	4	-2	-2	.	-0.3
26	O=C(Nc1ccc(Cl)cc1)N1CCCC(Cn2cccc2)C1 (stereo not drawn)
 : -0.3	1	-9	0	98	0	1	-1	-5	0.0
27	CN(Cc1nc(-c2ccccn2)no1)S(=O)(=O)c1ccccc1
 : -1.1	12	-8	3	91	6	0	1	-2	-0.3
28	O=C(CCNC(=O)c1ccc(Cl)cc1)Nc1ccccc1N1CCCC1
 : -2.8	1	-3	3	88	10	-1	-6	-6	-0.1
29	COc1ccc(NC(=S)N(CCCN2CCC(C)CC2)Cc2cccs2)cc1Cl
 : -0.1	-5	3	1	99	12	-5	-10	2	0.9
30	COc1ccc(C)cc1N(C(=O)c1cccc(F)c1)c1nc2ccccc2s1
 : 3.1	-5	-9	6	99	3	0	5	-11	-0.2
31	CC(CCc1ccccc1)NC(=O)C1CCN(S(=O)(=O)N2CCCCC2)CC1 (stereo not drawn)
 : -2.3	6	-6	-14	92	3	-2	1	-5	0.0
32	COc1ccc(CCNC(=O)CCC(=O)N2CC(C)Oc3ccc(Cl)cc32)cc1OC (stereo not drawn)
 : 0.2	1	.	.	104	2	2	-2	-9	-0.1
33	CN(C)c1nccc(NCc2ccccc2)c1C#N
 : -1.6	5	-3	16	97	-1	-1	-3	-19	-0.5
34	CC(C)(/C=N/NC(=O)CSCc1ccc(Cl)cc1)CCC#N
 : -1.0	0	-2	-5	93	0	-1	-5	-3	-0.3
35	CN(C)c1ccc(/C=C(/NC(=O)c2ccccc2)C(=O)N/N=C/c2ccc([N+](=O)[O-])c(O)c2)cc1
 : -2.5	9	.	5	103	-6	-3	-2	-9	-0.2
36	CCC(=O)N1C(C(=O)N2CCCC2)CSC1c1ccc(OC)cc1 (stereo not drawn)
 : 0.2	0	18	10	101	10	-1	1	4	0.1
37	CC(O)c1nc2ccc(C(=O)O)cc2[nH]1 (stereo not drawn)
 : -0.8	0	0	3	103	2	0	-2	-15	-0.2
38	O=C(O)C1CCN(C(=O)CSc2nc3ccccc3s2)CC1
 : -0.9	0	6	-7	96	-2	3	9	1	0.0
39	O=C(NCC1CCN(S(=O)(=O)c2ccccc2)CC1)Nc1ccccc1
 : -1.0	6	-13	1	96	4	1	5	-4	0.1
40	CCN(C[C@H]1N[C@@](Cc2ccccc2)(C(=O)OC)[C@H]2C(=O)N(C)C(=O)[C@@H]12)C(=O)c1ccc(F)cc1
 : -0.6	1	11	17	92	11	2	-2	-4	0.0
41	O=[N+]([O-])c1ccc(N2CCN(Cc3ccncc3)CC2)cc1
 : 1.4	-1	16	-14	103	2	1	-5	-2	0.1
42	O=C(CSc1ccc2ccccc2n1)N/N=C/c1ccc(O)cc1
 : -1.1	-12	13	9	91	2	-1	1	-4	0.1
43	Cc1ccc(C)n1-c1c(C(=O)NN)cnn1-c1ccccc1
 : 0.4	-6	-6	-1	102	-7	2	4	-6	0.0
44	COc1ccc(NS(=O)(=O)c2ccc(Cl)s2)cn1
 : 0.6	1	2	4	94	12	3	3	-18	0.3
45	CCn1c(=O)c2ccccc2n2c(SCC(=O)N3CCCc4ccccc43)nnc12
 : 3.1	11	-2	9	101	11	1	-10	-6	-0.4
46	O=C1C(=O)N(CCCN2CCOCC2)C(c2ccc(Cl)cc2)/C1=C(/O)c1ccc(F)cc1 (stereo not drawn)
 : -1.1	4	-2	-10	105	2	0	2	-5	-0.1
47	O=C(NC1CCCC1)C1CCN(C(=O)NCc2ccccc2)CC1
 : -0.7	5	-4	-8	96	0	1	2	-2	-0.3
48	CCCc1nnc(SCC(=O)N2CCCC(C)C2)n1CCCOC (stereo not drawn)
 : -1.6	-2	-3	2	92	5	-1	-1	1	-0.1
49	O=C1c2cccc3cccc(c23)C(c2nc3ccccc3[nH]2)N1C1CC1 (stereo not drawn)
 : .	.	.	.	91	.	.	5	-10	-0.1
50	Cc1ccc(NC(=O)NCCCN2CCCC2=O)c(C)c1
 : 5.3	3	-6	4	94	5	0	9	-2	-0.1
51	O=C(Nc1cccc2ncccc12)C12CC3CC(CC(C3)C1)C2
 : -0.8	0	18	-1	97	2	0	-4	.	0.3
52	O=C(NC1CCCCC1)C1CCN(c2nccs2)CC1
 : -2.1	10	2	-2	93	8	-1	5	-6	-0.1
53	CN1C(=O)N(C)C2C1N(CN1CCCCC1)C(=O)N2CN1CCCCC1 (stereo not drawn)
 : -0.7	-1	-6	-3	114	8	1	-1	-5	-0.2
54	Cc1ccccc1C(=O)NCc1ccncc1
 : 0.2	6	13	-2	98	2	3	-1	-2	-0.3
55	N#CC(=C1CCCC1)c1nc(-c2ccccc2O)cs1
 : -0.8	-19	-10	-5	102	3	-4	1	.	0.2
56	CC1CCCCCCC1OC(=O)c1ccccc1C(=O)O (stereo not drawn)
 : -0.7	-3	-12	14	92	1	1	-3	-5	0.0
57	O=C(C1=C[C@H](C2CC2)C[C@H](OCc2ccc(CO)cc2)O1)N1CCN(Cc2ccccc2)CC1
 : -0.8	6	-12	-2	96	5	-3	2	-10	0.2

Compound activity: PubChem, several laboratories
